RGS4-Gao reg = modulators of RGS4 binding to Galphao, primary screen, biochemical, multiplexed bead flow cytometry; binding response (% of control), % at 10 µM; 0.33% of 220,000 active; Guanine nucleotide-binding protein G(o) subunit alpha (Homo sapiens), P09471; actives lie on both sides; in the data active means binding response below about 49% or above about 150%; inactive means in between;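 further: fluorescent Galphao activated with aluminum fluoride binding bead-coupled RGS4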
Target sequence (P09471 whole entry, looked up): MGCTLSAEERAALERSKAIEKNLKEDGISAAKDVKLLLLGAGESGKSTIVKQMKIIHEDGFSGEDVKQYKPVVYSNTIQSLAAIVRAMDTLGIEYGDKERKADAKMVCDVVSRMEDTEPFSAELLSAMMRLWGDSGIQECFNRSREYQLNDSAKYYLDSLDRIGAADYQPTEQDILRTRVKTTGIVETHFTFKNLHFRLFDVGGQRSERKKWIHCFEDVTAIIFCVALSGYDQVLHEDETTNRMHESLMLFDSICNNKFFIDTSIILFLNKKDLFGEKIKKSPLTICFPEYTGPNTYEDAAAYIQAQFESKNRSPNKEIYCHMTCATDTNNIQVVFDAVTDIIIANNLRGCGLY
Bim-Bcl-XL = inhibitors of Bim-Bcl-XL binding, primary screen, biochemical, multiplexed, bead flow cytometry, human Bcl-XL; inhibition, % at 10 µM; AID 1007, 2008; Bcl-2-like protein 1 (Homo sapiens), Q07817; Bim peptide-Bcl-XL binding, fluorescence; 0.04% of 190,000 active
Mcl1-Noxa inh = Mcl-1/Noxa binding inhibitors, primary screen, biochemical, TR-FRET, 1536-well; Induced myeloid leukemia cell differentiation protein Mcl-1 (Homo sapiens), Q07820; 1.5% of 220,000 active; AID 1022, 2008; inhibition, % at 21.7 µM; TR-FRET Mcl-1/Noxa peptide binding, 2 h;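 active means compounds that cut the protein-peptide binding signal by more than 50% relative to plate controls in a single-dose test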;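 further: His-tagged Mcl-1 with rhodamine Noxa BH3 peptide and terbium anti-His antibody; 0% = Mcl-1 plus Noxa peptide wells and 100% = peptide-only wells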
RGS7-Gao reg = RGS7-Galphao binding modulators, primary screen, biochemical, multiplexed bead flow cytometry | actives lie on both sides | binding response (% of control), % at 10 µM | 0.35% of 220,000 active | AID 1439, 2008; in the data active means binding response below about 49% or above about 150%; inconclusive means no clear call, values can overlap the other calls; inactive means in between;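 further: fluorescent Galphao held in activated GDP-AlF4 state binding bead-coupled RGS7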
Mcl1 Bid PPI = Mcl-1/Bid binding inhibitors, primary screen, biochemical, TR-FRET, 1536-well; Induced myeloid leukemia cell differentiation protein Mcl-1 (Homo sapiens), Q07820; TR-FRET Mcl-1/Bid-Dy647 peptide binding; inhibition, % at 21.7 µM; 0.97% of 220,000 active; AID 1021, 2008;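 active means compounds that cut the binding signal by more than half at the single screening dose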;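 further: His-tagged Mcl-1 with europium anti-His antibody binding Bid BH3 peptide; 0% = Mcl-1 plus peptide wells and 100% = peptide-only wells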
RGS8-Gao = RGS8-Galphao binding modulators, primary screen, biochemical, multiplexed bead flow cytometry. Guanine nucleotide-binding protein G(o) subunit alpha (Homo sapiens), P09471. actives lie on both sides. response (percent of control binding), % at 10 µM. 0.34% of 220,000 active. AID 1423, 2008; in the data active means response below about 60% or above about 140%; inactive means in between;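 further: Galphao activated as the GDP aluminium fluoride complex binding bead-coupled RGS8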
Bcl-2 Bim block = inhibitors of Bim-Bcl-2 binding, primary screen, biochemical, multiplexed, human Bcl-2 family; Apoptosis regulator Bcl-2 (Homo sapiens), P10415; Bead-based flow cytometry, Bim peptide-Bcl-2 binding; inhibition, % at 10 µM; 0.06% of 190,000 active; in the data active means inhibition above about 40%; inconclusive means no clear call, values can overlap the other calls;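 further: 0% = no compound wells with probe peptide and 100% = reference peptide inhibitor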
Target sequence (P10415 whole entry, looked up): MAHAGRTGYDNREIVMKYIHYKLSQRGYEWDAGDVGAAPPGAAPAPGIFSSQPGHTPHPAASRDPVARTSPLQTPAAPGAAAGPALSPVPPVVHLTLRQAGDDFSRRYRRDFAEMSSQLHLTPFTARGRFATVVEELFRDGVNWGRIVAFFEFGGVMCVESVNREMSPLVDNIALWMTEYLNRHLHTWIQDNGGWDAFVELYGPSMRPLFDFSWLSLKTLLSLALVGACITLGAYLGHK
Bim-Mcl-1 = inhibitors of Bim peptide binding to Mcl-1, primary screen, biochemical, bead-based flow cytometry, multiplex; Induced myeloid leukemia cell differentiation protein Mcl-1 (Homo sapiens), Q07820; 0.1% of 190,000 active; Bim peptide-Mcl-1 binding; AID 1009, 2008; inhibition, % at 10 µM;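 further: 0% = no compound tracer wells and 100% = peptide blocker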
Bim-Bfl-1 = inhibitors of Bim binding to Bfl-1, primary screen, biochemical, multiplexed, bead-based flow cytometry; Bcl-2-related protein A1 (Homo sapiens), Q16548; Bim-Bfl-1 binding inhibition; inhibition, % at 10 µM; 0.12% of 190,000 active; AID 1008, 2008;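 further: 0% = wells without compound plus tracer and 100% = blocker peptide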
Bcl-B Bim block = inhibitors of Bim-Bcl-B binding, primary screen, biochemical, multiplexed, human Bcl-2 family. Bcl-2-like protein 10 (Homo sapiens), Q9HD36. 0.073% of 190,000 active. bead-based flow cytometry, Bim peptide-Bcl-B binding. AID 951, 2007. inhibition, % at 10 µM;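 further: 0% = tracer peptide without compound and 100% = reference inhibitor peptide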
Target sequence (Q9HD36 whole entry, looked up): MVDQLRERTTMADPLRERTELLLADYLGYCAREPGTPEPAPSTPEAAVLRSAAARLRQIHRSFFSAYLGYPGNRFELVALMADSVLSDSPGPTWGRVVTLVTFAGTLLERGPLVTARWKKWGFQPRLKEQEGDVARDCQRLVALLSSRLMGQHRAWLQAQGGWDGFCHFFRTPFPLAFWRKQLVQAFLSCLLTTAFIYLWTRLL
Bcl-W Bim block = inhibitors of Bim binding to Bcl-W, primary screen, biochemical, multiplexed, bead-based flow cytometry | Bim peptide-Bcl-W binding | AID 952, 2007 | 0.02% of 190,000 active | Bcl-2-like protein 2 (Homo sapiens), Q92843 | inhibition, % at 10 µM;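 further: 0% = bound tracer without compound and 100% = peptide blocker; higher means less fluorescent Bim peptide bound to Bcl-W beads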
Target sequence (Q92843 whole entry, looked up): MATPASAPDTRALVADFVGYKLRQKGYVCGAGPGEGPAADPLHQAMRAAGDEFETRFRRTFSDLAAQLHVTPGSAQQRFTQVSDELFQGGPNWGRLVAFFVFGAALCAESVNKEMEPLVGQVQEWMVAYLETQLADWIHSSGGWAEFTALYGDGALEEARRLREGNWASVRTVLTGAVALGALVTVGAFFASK
Numbers without * were called inactive; u = inconclusive; x = not tested or not shown. Unless noted, no stated cut-off is given here; in the data, active means inhibition above about 40%.

#1 Cn1c(N)c(C(=O)COC(=O)Cc2ccsc2)c(=O)n(C)c1=O
#2 CCOC(=O)CSc1nnc(CNC(=O)c2ccc(S(=O)(=O)N3CCCC3)cc2)n1C
#3 COCCNCCCCOc1ccccc1-c1ccccc1
#4 CC1(C)[C@@H](O)CC[C@]2(C)C3C(O)C=C4[C@H]5C[C@@](C)(CO)CC[C@]5(C)CC[C@]4(C)[C@]3(C)CC[C@@H]12 (some centres not stated)
#5 COC(=O)CC1C(=O)NCCN1C(=O)CSc1nc2ccc([N+](=O)[O-])cc2s1 (configuration not stated)
#6 CCC(=O)Nc1nc(C)c(-c2csc(Nc3cccc(C(=O)O)c3)n2)s1
#7 O=C(Oc1ccc2ccccc2c1)c1ccccc1
#8 COc1ccccc1N1C(=O)c2ccccc2NC1c1ccncc1 (configuration not stated)
#9 COCc1cc(C)nc(OCC(=O)N/N=C/c2ccc(OC)c(OC)c2)c1C#N
#10 O=C(Nc1nc2cc3c(cc2s1)OCCO3)c1cccc(N2C(=O)CCC2=O)c1

assay / entry,1,2,3,4,5,6,7,8,9,10
RGS4-Gao reg,101,77,99,100,106,100,99,99,98,99
Bim-Bcl-XL,-7,-1,-3,x,-2,-1,-1,0,0,-2
Mcl1-Noxa inh,-2,1,19,9,1,41,6,5,22,7
RGS7-Gao reg,99,85,100,u,u,100,100,100,98,99
Mcl1 Bid PPI,-15,5,15,-30,6,-30,-6,-3,-7,0
RGS8-Gao,99,87,109,99,105,99,99,99,101,99
Bcl-2 Bim block,-7,-4,1,x,-4,-1,-3,0,-6,-3
Bim-Mcl-1,-3,-4,-1,x,-1,-3,-1,-2,-3,0
Bim-Bfl-1,-14,-5,0,x,-7,-4,-2,-2,-5,-7
Bcl-B Bim block,-9,-4,-6,x,-7,-6,-1,-5,1,-7
Bcl-W Bim block,-1,-2,-2,x,-3,0,0,0,2,-2

#11 CN(C)c1ccc(N=Cc2nc(-c3ccccc3)oc2OC(=O)c2ccccc2)cc1
#12 c1cncc(-c2noc(CC3CCCCC3)n2)c1
#13 O=C(CS(=O)(=O)Cc1ccccc1)Nc1ncccn1
#14 CCN(CC)CCn1c(=N)n(CC(=O)c2ccc(Br)s2)c2ccccc21
#15 COc1ccc(C(NC(=O)CNC(C)=O)C(=O)Nc2ccc(C(C)C)cc2)cc1 (configuration not stated)
#16 Cc1ccc(C(=O)Nc2ccc(Cc3ccncc3)cc2)cc1[N+](=O)[O-]
#17 COc1ccc(CN2C(=O)C(O)(CC(=O)c3ccc4c(c3)OCO4)c3ccccc32)cc1OC (configuration not stated)
#18 CCOC(=O)c1ccccc1NC(=O)c1n[nH]c(=O)c2ccccc12
#19 CN1CCc2nc3sc(C(=O)C45CC6CC(CC(C6)C4)C5)c(N)c3cc2C1
#20 CC(C)CSc1ncc(-c2cccc(C(F)(F)F)c2)cn1

assay / entry,11,12,13,14,15,16,17,18,19,20
RGS4-Gao reg,98,95,95,95,102,90,101,104,102,97
Bim-Bcl-XL,-1,-18,-1,x,-13,-3,-8,0,1,2
Mcl1-Noxa inh,10,-15,8,34,5,15,31,-2,58*,9
RGS7-Gao reg,98,99,98,u,104,95,102,101,99,98
Mcl1 Bid PPI,1,-24,6,-31,-15,-1,2,-13,85*,2
RGS8-Gao,100,91,99,99,104,96,101,106,101,97
Bcl-2 Bim block,1,2,-8,x,-5,0,-7,0,0,-3
Bim-Mcl-1,-1,0,-1,x,2,-1,-5,0,0,0
Bim-Bfl-1,0,2,-9,x,-8,-3,-19,-1,2,-8
Bcl-B Bim block,-1,0,-6,x,-5,-1,-10,-4,-3,-6
Bcl-W Bim block,0,0,4,x,-1,0,-3,-4,0,0

Part of the list above, reformatted:
Values run as follows: RGS4-Gao reg	Bim-Bcl-XL	Mcl1-Noxa inh	RGS7-Gao reg	Mcl1 Bid PPI	RGS8-Gao	Bcl-2 Bim block	Bim-Mcl-1	Bim-Bfl-1	Bcl-B Bim block	Bcl-W Bim block
(4) CC1(C)[C@@H](O)CC[C@]2(C)C3C(O)C=C4[C@H]5C[C@@](C)(CO)CC[C@]5(C)CC[C@]4(C)[C@]3(C)CC[C@@H]12 (some centres not stated)
 : 100	x	9	u	-30	99	x	x	x	x	x
(5) COC(=O)CC1C(=O)NCCN1C(=O)CSc1nc2ccc([N+](=O)[O-])cc2s1 (configuration not stated)
 : 106	-2	1	u	6	105	-4	-1	-7	-7	-3

Rewritten in markdown: four of the compounds above
| entry | molecule | RGS4-Gao reg | Bim-Bcl-XL | Mcl1-Noxa inh | RGS7-Gao reg | Mcl1 Bid PPI | RGS8-Gao | Bcl-2 Bim block | Bim-Mcl-1 | Bim-Bfl-1 | Bcl-B Bim block | Bcl-W Bim block |
| --- | --- | --- | --- | --- | --- | --- | --- | --- | --- | --- | --- | --- |
| 16 | Cc1ccc(C(=O)Nc2ccc(Cc3ccncc3)cc2)cc1[N+](=O)[O-] | 90 | -3 | 15 | 95 | -1 | 96 | 0 | -1 | -3 | -1 | 0 |
| 17 | COc1ccc(CN2C(=O)C(O)(CC(=O)c3ccc4c(c3)OCO4)c3ccccc32)cc1OC (configuration not stated) | 101 | -8 | 31 | 102 | 2 | 101 | -7 | -5 | -19 | -10 | -3 |
| 18 | CCOC(=O)c1ccccc1NC(=O)c1n[nH]c(=O)c2ccccc12 | 104 | 0 | -2 | 101 | -13 | 106 | 0 | 0 | -1 | -4 | -4 |
| 19 | CN1CCc2nc3sc(C(=O)C45CC6CC(CC(C6)C4)C5)c(N)c3cc2C1 | 102 | 1 | 58* | 99 | 85* | 101 | 0 | 0 | 2 | -3 | 0 |

Next part.
#21 CN(C)c1ccc(/C=C/C(=O)c2cccnc2)cc1
#22 COc1ccc(NC(=O)CN2CCN(S(=O)(=O)c3ccc(Cl)cc3)CC2)cc1Cl
#23 O=S(=O)(c1ccc(Cl)s1)N1CCCc2cccc(O)c21
#24 CCOC(=O)CN1C(=O)S/C(=C/c2cccc([N+](=O)[O-])c2O)C1=O
#25 COc1ccc([N+](=O)[O-])cc1NC(=O)CCN1CCN(c2ccccc2OC)CC1
#26 COc1ccc(CC(=O)Nc2ccc(C(=O)Nc3nccs3)cc2)cc1OC
#27 O=C(CSc1nnc2c(n1)[nH]c1ccccc12)NCc1ccco1
#28 Cc1nn(-c2ccccc2)c2nc(-c3ccccc3)cc(C(=O)N3CCOCC3)c12
#29 COc1ccc(NC(=O)CN2CCN(CC(=O)Nc3ccc(OC)c(OC)c3)CC2)cc1
#30 O=C(NNC(=O)c1ccc(Br)o1)c1ccc(NC(=O)c2ccccc2)cc1

assay / entry,21,22,23,24,25,26,27,28,29,30
RGS4-Gao reg,91,99,100,100,102,101,103,111,90,102
Bim-Bcl-XL,x,-4,-3,-2,-6,14,-6,-1,-7,-4
Mcl1-Noxa inh,0,-16,-1,7,19,4,73*,9,1,4
RGS7-Gao reg,u,98,98,98,105,u,u,107,89,101
Mcl1 Bid PPI,-64,-23,-56,-6,-21,-8,-27,13,-1,2
RGS8-Gao,96,101,98,100,104,101,100,109,98,101
Bcl-2 Bim block,x,-7,0,-1,0,6,0,-1,-6,-10
Bim-Mcl-1,x,-5,-3,-2,0,10,-6,1,-6,-9
Bim-Bfl-1,x,-27,0,-2,0,1,9,-1,-4,-8
Bcl-B Bim block,x,-10,-3,-1,0,8,-41,1,-9,-12
Bcl-W Bim block,x,-5,-2,2,-2,12,-3,4,-5,-5

#31 CCCc1nnc(NC(=O)c2cn(CC)c3cc(N4CCN(C)CC4)c(F)cc3c2=O)s1
#32 COc1ccc(CC(=O)OCC(=O)NCc2ccc(Cl)cc2)cc1
#33 O=C(Nc1ccccc1)N(CCCN1CCOCC1)Cc1cc2cc3c(cc2[nH]c1=O)OCCO3
#34 CCN1CCN(C(c2ccccc2)c2nnnn2Cc2ccc3c(c2)OCO3)CC1 (configuration not stated)
#35 CCOC(=O)N1CCN(C(=O)c2cc(OC)cc(OC)c2)CC1
#36 CCN(CC)S(=O)(=O)c1cccc(NC(=O)COC(=O)CCC(=O)c2cccs2)c1
#37 Cc1ccc(C)c(N/C(N)=N/c2nc(C)cc(C)n2)c1
#38 COCCCN1C(=O)c2ccc(C(=O)NCc3ccco3)cc2C1=O
#39 CCOC(=O)c1[nH]c2cc(OC)c(OC)cc2c1NC(=O)CCN1CCSCC1
#40 CC(O)c1nc2ccccc2n1C1CCCCC1 (configuration not stated)
#41 CCc1ccc(C(=O)N2CCN(c3ccc(F)cc3)CC2)s1
#42 COc1ccc(OCCN2C(=O)NC3(CCc4ccccc4C3)C2=O)cc1 (configuration not stated)
#43 CC(C)(C)OC(=O)C(Cc1ccc(OC(C)(C)C)cc1)NC(=O)CNC(=O)OCc1ccccc1 (configuration not stated)

assay / entry,31,32,33,34,35,36,37,38,39,40,41,42,43
RGS4-Gao reg,98,102,103,99,101,103,107,101,17*,103,107,101,100
Bim-Bcl-XL,x,1,-8,-1,-3,-2,0,1,x,-13,0,-1,-6
Mcl1-Noxa inh,7,7,-2,6,7,-10,10,-9,23,7,6,9,3
RGS7-Gao reg,u,98,99,100,101,97,103,103,u,107,102,100,103
Mcl1 Bid PPI,-23,-2,16,1,-4,-1,-4,-5,-19,6,-3,7,-10
RGS8-Gao,97,101,101,101,102,103,106,99,21*,101,103,104,105
Bcl-2 Bim block,x,0,-8,-3,0,0,-5,-6,x,-8,-10,-2,-2
Bim-Mcl-1,x,1,-4,1,0,1,2,-3,x,-2,-2,-1,-4
Bim-Bfl-1,x,-2,-20,-4,-2,-5,-8,-1,x,-13,-13,-2,-2
Bcl-B Bim block,x,1,-10,0,-1,-2,-3,-5,x,-12,-7,-1,-6
Bcl-W Bim block,x,4,-3,0,-3,-1,4,-2,x,-1,0,-1,-5

High-throughput results (PubChem)
